MEKK2mut PB1 HTS: signal of MEK5 binding to mutant human MEKK2 PB1 domain; bead flow cytometry, Alexa488-MEK5 binding to MEKK2 mutant; percent response, % at 10 µM; 290,000 compounds, 0.35% hits; in the data active = percent response above about 24%, passing the limit was not always enough; also: inactives centre near 1; some results filed as inactive read as strong as hits
UBC9 SUMO inh: blocks human SUMOylation mediated by UBC9; P63279; HTRF SUMOylation assay, SAE1/SAE2 + UBC9, in vitro; inhibition, % at 35 µM; 290,000 compounds, 0.36% hits; in the data active = inhibition above about 50%, passing the limit was not always enough; also: strong numbers were not always called active
Target sequence (P63279 whole entry, looked up): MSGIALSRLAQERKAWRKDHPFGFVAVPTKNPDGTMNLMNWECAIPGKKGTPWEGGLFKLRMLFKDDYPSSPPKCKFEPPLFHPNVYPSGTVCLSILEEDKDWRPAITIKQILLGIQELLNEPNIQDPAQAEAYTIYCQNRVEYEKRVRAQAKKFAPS
CRFR2-BP antag: blocks CRF-induced signaling of the CRF-BP/CRF-R2 complex | HEK293 CRF-R2/CRF-BP, CRF-induced calcium fluorescence | inhibition, % at 11.8 µM | 350,000 compounds, 0.59% hits;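 active = inhibition of the ligand-induced calcium signal above about 50% at the single tested concentration, limit read from the data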
HCV NS3 hel inh: inhibitors of Hepatitis C virus NS3 helicase; NS3 helicase DNA unwinding, Cy5 molecular beacon fluorescence; 290,000 compounds, 0.56% hits; inhibition, % at 10.9 µM; AID 1800;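 active = inhibition above the mean of all tested compounds plus 3 SD, set per campaign, cut at about 35% in these data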;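 also: 0% = DMSO wells and 100% = thioflavine S control wells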
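Compound dosing – single dose, 10.9 µM nominal final, DMSO 0.8% final · System – NS3 helicase fragment of HCV · Buffer or medium – MOPS pH 6.5, MgCl2, DTT, Tween20, BSA · Signal – Cy5 beacon fluorescence read at start and 1 h · Also added – annealed dual-labelled DNA beacon duplex, ATP-started · Schedule – 1 h at 25 °C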
GalR3 antagonist: antagonists of human GalR3. O60755. HEK293 GalR3-CNG cAMP membrane potential fluorescence; galR3 body fused to GalR1 C-terminus. inhibition, % at 3 µM. 360,000 compounds, 0.44% hits;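 active = inhibition above the screen-wide average plus 3 SD, cut at about 13% in these data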;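 also: forskolin and galanin both at EC90 stimulate the cells; cAMP rise reported by CNG channel membrane potential dye signal; 0% = forskolin plus galanin with DMSO and 100% = forskolin alone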
Target sequence (O60755 1-299 limits assumed): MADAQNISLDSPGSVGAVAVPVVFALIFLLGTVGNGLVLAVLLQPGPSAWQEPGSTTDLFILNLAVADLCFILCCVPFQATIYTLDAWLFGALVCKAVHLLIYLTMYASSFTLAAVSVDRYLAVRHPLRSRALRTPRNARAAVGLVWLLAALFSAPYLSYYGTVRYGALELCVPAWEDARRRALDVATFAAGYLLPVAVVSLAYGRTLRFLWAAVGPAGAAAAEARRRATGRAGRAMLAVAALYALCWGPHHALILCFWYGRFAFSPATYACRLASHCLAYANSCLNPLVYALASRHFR
MEKK2wt PB1 HTS: raises or lowers MEK5 binding to wildtype human MEKK2 PB1 domain; binding response (% of control), % at 10 µM; Q9Y2U5; 290,000 compounds, 1.1% hits; AID 1531; bead flow cytometry, Alexa488-MEK5 binding to MEKK2 WT; actives lie on both sides; in the data active = binding response below about 67% or above about 130%
MEKK3 PB1 HTS: modulators (inhibitors or enhancers) of MEK5 binding to human MEKK3 PB1 domain; AID 1529; bead-based flow cytometry, Alexa488-MEK5 binding to MEKK3; actives lie on both sides; 0 = blocked by unlabeled MEK5, 100 = vehicle; 290,000 compounds, 1.4% hits; Q99759; binding response (% of control), % at 10 µM;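 active = binding response more than 3 SD above or below the average of its plate-row segment, actives on both sides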;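 also: Alexa488 bead fluorescence after subtracting the streptavidin-only scavenger bead signal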
Target sequence (Q99759 whole entry, looked up, the tested form may be a part): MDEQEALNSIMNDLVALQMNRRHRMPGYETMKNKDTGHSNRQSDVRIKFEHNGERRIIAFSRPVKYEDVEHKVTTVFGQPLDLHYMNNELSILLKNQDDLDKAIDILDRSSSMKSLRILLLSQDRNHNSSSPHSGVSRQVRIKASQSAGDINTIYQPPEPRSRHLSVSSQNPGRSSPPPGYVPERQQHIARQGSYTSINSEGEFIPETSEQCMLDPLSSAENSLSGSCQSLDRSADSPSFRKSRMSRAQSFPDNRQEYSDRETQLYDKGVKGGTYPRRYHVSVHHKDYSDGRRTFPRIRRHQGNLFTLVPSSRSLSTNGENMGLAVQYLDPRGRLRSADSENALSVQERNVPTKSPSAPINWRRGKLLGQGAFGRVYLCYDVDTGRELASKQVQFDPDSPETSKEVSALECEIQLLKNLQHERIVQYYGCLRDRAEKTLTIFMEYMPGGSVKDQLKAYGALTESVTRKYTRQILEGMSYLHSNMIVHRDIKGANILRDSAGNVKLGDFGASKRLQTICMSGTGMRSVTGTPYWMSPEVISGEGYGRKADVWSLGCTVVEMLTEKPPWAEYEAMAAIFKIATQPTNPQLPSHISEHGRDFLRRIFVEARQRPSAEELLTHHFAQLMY
DNA FID counter: counter-screen for HCV NS3 helicase inhibitors: DNA intercalator displacement; 290,000 compounds, 0.17% hits; AID 1845; DNA fluorescent intercalator displacement, fluorescence; inhibition, % at 7.9 µM; in the data active = inhibition above about 37%;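 also: 0% = vehicle and 100% = reference compound; higher means more ethidium bromide displaced from hairpin DNA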
CRFBP-R2 agonist: agonists of human CRF-binding protein/CRF-R2 receptor complex; activation, % at 13.2 µM; 350,000 compounds, 0.46% hits; HEK293 CRF-R2/CRF-BP, calcium dye fluorescence (FLIPR); percent of saturating CRF peptide response;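 active = activation of at least 50%, plus an integration ratio under a set limit after plate pattern correction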;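 also: plate controls were neutral control wells without compound for no effect and CRF at EC100 for full effect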
* marks the source's active call; other numbers are inactive results; . = no result given.

nr | mol | MEKK2mut PB1 HTS | UBC9 SUMO inh | CRFR2-BP antag | HCV NS3 hel inh | GalR3 antagonist | MEKK2wt PB1 HTS | MEKK3 PB1 HTS | DNA FID counter | CRFBP-R2 agonist
1 | COc1ccc(C(C)(C)C)cc1NC(=O)C1C2C=CC(C2)C1C(=O)O (centres undefined) | 4 | 10 | 16 | -7 | 1 | 105 | 102 | 1 | -1.0
2 | CC1=C(C(=O)Nc2cccnc2)C(c2ccc(C(C)C)cc2)n2ncnc2N1 (centres undefined) | 9 | 0 | 5 | 9 | -1 | 113 | 108 | -16 | -0.5
3 | CCCN(CCC)CCCNC(=O)c1cc2c(=O)n(CC)c3ccccc3c2s1 | 7 | 16 | -2 | -26 | -17 | 131 | 107 | 10 | -0.4
4 | CCN1C(=O)c2cccc3c(S(=O)(=O)Nc4ccccc4)ccc1c23 | -1 | -9 | -5 | -11 | . | 97 | 95 | -10 | 0.9
5 | COc1ccc(C(=O)Nn2cnc3scc(-c4cccs4)c3c2=O)c(O)c1 | -2 | . | 26 | -5 | -4 | 97 | 96 | -7 | -5.5
6 | O=c1[nH]c2ccc(NC(=S)NC3CCCCC3)cc2[nH]1 | -5 | 17 | 1 | 3 | -3 | 97 | 100 | -12 | 2.5
7 | CC(=O)c1ccc(OC(=O)N(c2ccccc2)c2ccccc2)cc1 | 5 | -10 | -23 | 3 | -2 | 99 | 100 | -28 | 2.1
8 | O=C(CN(C(=O)CCC(=O)Nc1nccs1)c1ccc2c(c1)OCCO2)NCc1ccco1 | 5 | 21 | -9 | -3 | 3 | 102 | 102 | -6 | -0.7
9 | CC(=O)Nc1c(C)cc(OCC(=O)O)cc1C | -8 | 4 | 16 | -1 | -6 | 99 | 96 | 2 | -0.7
10 | COc1ccc(-n2c(SCC(=O)N3CCCCC3)nnc2-c2cccnc2)cc1 | 5 | -3 | -10 | 5 | -5 | 107 | 117 | -31 | -0.3
11 | CCOC(=O)N1CCN(C(=O)/C=C/c2ccc(OC)c(OC)c2)CC1 | 1 | 13 | -1 | -1 | -7 | 97 | 97 | -25 | 1.0
12 | Clc1ccc(Cc2nnc(-c3ccccc3Br)o2)cc1 | 5 | 4 | -5 | -6 | 0 | 101 | 111 | -9 | 1.0
13 | Cc1ccccc1CN1CCC(C(=O)Nc2ccc(Oc3cccnc3)cc2)CC1 | 3 | 7 | 2 | 0 | -4 | 111 | 103 | 14 | 4.8
14 | COC(=O)N1CC=CC1(C)C(=O)NCc1cc(F)cc(C(F)(F)F)c1 (centres undefined) | 2 | -9 | -5 | 3 | 4 | 100 | 99 | -2 | -0.9
15 | Cc1cc([N+](=O)[O-])nn1Cc1noc(C(=O)NCc2ccc3c(c2)OCO3)n1 | 0 | -7 | 28 | -1 | -6 | 99 | 99 | -11 | 0.3
16 | COc1ccc(C(=O)/C(C#N)=N/Nc2cccc([N+](=O)[O-])c2)cc1 | -4 | 10 | 57* | 19 | -3 | 99 | 102 | -4 | 28
17 | CC(C)(C)OC(=O)N1CCC(c2c(C(=O)NC3CC3)cnn2-c2ccc(Cl)cc2)CC1 | 1 | 6 | 7 | -2 | 0 | 104 | 100 | -62 | -0.7
18 | COc1ccc(CCNC(=O)NC2CCCCC2)cc1OC | -2 | 21 | 4 | -5 | -5 | 100 | 101 | -3 | -0.8
19 | CCOC(=O)C1C(c2cccs2)NC(=O)NC1(O)C(F)(F)F (centres undefined) | 1 | -6 | -8 | 5 | 0 | 102 | 103 | 0 | 3.7
20 | CCCCC(=O)N=c1sc2cc(S(C)(=O)=O)ccc2n1C | . | -5 | -2 | -7 | . | . | . | -4 | -0.9
21 | Cc1ccc(N/C=C/C(=O)c2cccs2)cc1 | -5 | 6 | -2 | 3 | -5 | 93 | 94 | -8 | 0.0
22 | N/C(=N\OC(=O)c1ccc(Cl)c([N+](=O)[O-])c1)c1ccccc1 | 4 | -4 | 4 | 9 | -2 | 106 | 108 | 6 | 0.6
23 | CC(C)(C)CN1CCNC(=O)C1CC(=O)NCCN1CCCc2ccccc21 (centres undefined) | 1 | 15 | 2 | -3 | -1 | 99 | 98 | -22 | -0.1
24 | CCN(c1ccccc1)S(=O)(=O)c1ccc(OC)c(NS(=O)(=O)c2cccs2)c1 | 0 | -2 | 10 | -5 | -1 | 97 | 100 | -15 | -3.4
25 | COc1ccccc1NC(=O)CN1CC(=O)Nc2ccccc21 | -2 | 35 | 2 | -5 | -6 | 101 | 105 | 0 | -2.1
26 | Cn1nnnc1SCC(=O)Nc1ccc2c(c1)OCCO2 | 4 | 18 | 11 | 2 | 5 | 114 | 109 | -2 | -0.6
27 | Cc1ccc(S(=O)(=O)Nc2nnc(C3CCCCC3)s2)cc1 | -3 | 14 | -14 | 33 | -8 | 98 | 103 | -33 | 1.0
28 | CCOC(=O)N1CCN(C(=O)c2ccc(N(C)S(=O)(=O)c3ccc(C)cc3)cc2)CC1 | 7 | -6 | 11 | 5 | -3 | 106 | 101 | -67 | 1.4
29 | Clc1ccc(/C=N/NC(=Nc2ccccc2)c2ccccn2)c(Cl)c1 | . | -33 | 12 | -3 | -1 | . | . | -18 | -2.9
30 | O=c1[nH]c(-c2ccccc2Cl)nc2c1sc(=S)n2-c1ccccc1 | -8 | 17 | -14 | -3 | -7 | 81 | 81 | -7 | 1.6

Given with two lines to a compound: entries from further up
Every second line gives: MEKK2mut PB1 HTS, UBC9 SUMO inh, CRFR2-BP antag, HCV NS3 hel inh, GalR3 antagonist, MEKK2wt PB1 HTS, MEKK3 PB1 HTS, DNA FID counter, CRFBP-R2 agonist
(23) CC(C)(C)CN1CCNC(=O)C1CC(=O)NCCN1CCCc2ccccc21 (centres undefined)
→ 1, 15, 2, -3, -1, 99, 98, -22, -0.1
(24) CCN(c1ccccc1)S(=O)(=O)c1ccc(OC)c(NS(=O)(=O)c2cccs2)c1
→ 0, -2, 10, -5, -1, 97, 100, -15, -3.4
(25) COc1ccccc1NC(=O)CN1CC(=O)Nc2ccccc21
→ -2, 35, 2, -5, -6, 101, 105, 0, -2.1

Three entries already listed, ordered by count of non-hydrogen atoms, highest first:
nr | mol | MEKK2mut PB1 HTS | UBC9 SUMO inh | CRFR2-BP antag | HCV NS3 hel inh | GalR3 antagonist | MEKK2wt PB1 HTS | MEKK3 PB1 HTS | DNA FID counter | CRFBP-R2 agonist
29 | Clc1ccc(/C=N/NC(=Nc2ccccc2)c2ccccn2)c(Cl)c1 | . | -33 | 12 | -3 | -1 | . | . | -18 | -2.9
22 | N/C(=N\OC(=O)c1ccc(Cl)c([N+](=O)[O-])c1)c1ccccc1 | 4 | -4 | 4 | 9 | -2 | 106 | 108 | 6 | 0.6
26 | Cn1nnnc1SCC(=O)Nc1ccc2c(c1)OCCO2 | 4 | 18 | 11 | 2 | 5 | 114 | 109 | -2 | -0.6

(list continues)
nr | mol | MEKK2mut PB1 HTS | UBC9 SUMO inh | CRFR2-BP antag | HCV NS3 hel inh | GalR3 antagonist | MEKK2wt PB1 HTS | MEKK3 PB1 HTS | DNA FID counter | CRFBP-R2 agonist
31 | Cc1cc(C)c2c(n1)nn1c(C3CC3)cc(C(F)(F)F)nc21 | 15 | . | 18 | -1 | -3 | 103 | 108 | 2 | -2.0
32 | COCCNC(=S)N1CCc2cc(OC)c(OC)cc2C1c1cccs1 (centres undefined) | -6 | 0 | -2 | -5 | -6 | 95 | 95 | -20 | 1.0
33 | COC(=O)c1ccccc1S(=O)(=O)N1CCC(C(=O)OC(C)C(=O)NC(N)=O)CC1 (centres undefined) | -12 | 16 | 6 | 0 | -2 | 81 | 89 | -10 | 0.5
34 | Cc1cccnc1NC(=O)c1ccc2nc(N)sc2c1 | 6 | 18 | 0 | 5 | 4 | 100 | 103 | 0 | 1.6
35 | Cc1[nH]nc2c1C(c1ccsc1)C(C#N)=C(N)O2 (centres undefined) | -3 | 8 | 4 | -4 | -4 | 97 | 96 | 1 | -1.6
36 | Cc1ccc(C2/C(=C(\O)c3ccc4c(c3)OCCO4)C(=O)C(=O)N2Cc2cccnc2)cc1 (centres undefined) | 6 | 10 | 27 | 15 | 6 | 100 | 101 | -62 | 0.4
37 | COc1ccc(N(CC(=O)Nc2ccccc2OC)S(=O)(=O)c2ccc(OC)c(OC)c2)cc1 | 4 | -3 | 1 | -6 | -7 | 110 | 111 | -30 | -0.8
38 | Cc1ccc(NC(=O)Cc2ccccc2)c(C)c1 | -4 | 8 | . | -6 | . | 91 | 99 | -1 | .
39 | Cc1ccc(NC(=O)CCS(=O)(=O)c2cc3c(cc2Cl)NC(=O)CO3)cc1 | 3 | 1 | -16 | 13 | -9 | 102 | 103 | -8 | -0.7
40 | CCN(CC)S(=O)(=O)c1ccc2c(c1)N(CC(=O)N(CCc1ccncc1)C(C)C)C(=O)CO2 | -5 | -4 | 6 | 8 | -6 | 97 | 98 | -23 | -0.8
41 | CC(OC(=O)C1CCN(c2ccc(C(F)(F)F)cn2)CC1)C(=O)Nc1ccc(S(N)(=O)=O)cc1 (centres undefined) | 8 | -3 | -6 | -40 | -3 | 108 | 105 | -14 | -1.8
42 | C/C(CC(=O)Nc1ccc(C)c(Cl)c1)=N\NC(=O)c1ccncc1 | 4 | -17 | -3 | -1 | -4 | 106 | 107 | -12 | 4.0
43 | CCNC(=S)N1CCC(NC(=O)C2CCCCC2)CC1 | 0 | 11 | 7 | -2 | -3 | 100 | 97 | -3 | -1.4
44 | CC(=O)Oc1c(-c2ccco2)oc2ccccc2c1=O | 0 | -12 | -14 | 8 | -4 | 100 | 103 | -1 | 3.9
45 | Cc1ccc(NS(=O)(=O)c2ccc3[nH]c(=O)[nH]c3c2)c(C)c1 | 0 | 7 | 0 | 1 | 5 | 95 | 101 | -1 | 1.5
46 | CC(C)(O)C#Cc1ccc(CN2CCN(Cc3ccccc3)C(CCO)C2)cc1 (centres undefined) | -23 | 9 | 13 | 1 | -6 | 77 | 73 | 9 | 2.4
47 | CCN1C(Nc2ccccc2)=NC[C@@H]1CC(C)C | -2 | -3 | -3 | -2 | -5 | 105 | 101 | -8 | 0.7
48 | Cn1c(-c2ccccc2)cnc1NCc1ccccc1 | 2 | -5 | 5 | -12 | -13 | 103 | 98 | 9 | -1.5
49 | CCCS(=O)(=O)N1CCCC(C(=O)NCCN2CCOCC2)C1 (centres undefined) | 2 | 20 | -5 | 4 | -2 | 96 | 97 | -1 | 0.2
50 | N#Cc1c(NC(=O)C2CC(c3ccccc3O)=NO2)sc2c1CCC2 (centres undefined) | 0 | 14 | -8 | -5 | -6 | 102 | 112 | 1 | -1.4
51 | NC(=O)C1CCN(CCCNC2CC(=O)N(Cc3ccc(N4CCCC4=O)cc3)C2=O)CC1 (centres undefined) | 5 | . | -9 | 9 | 1 | 106 | 103 | -2 | 2.7
52 | O=[N+]([O-])c1cccc(S(=O)(=O)Nc2ccc(Cc3ccncc3)cc2)c1 | 13 | 2 | 32 | -8 | -4 | 111 | 118 | 3 | 4.3
53 | CC(C)(C)C1CCc2onc(C(=O)N3CCOCC3)c2C1 (centres undefined) | 1 | -2 | -4 | 4 | -7 | 95 | 101 | -9 | -1.3
54 | O=C(O)c1ccccc1C(=O)Nc1ccccc1[N+](=O)[O-] | 1 | 6 | 10 | 8 | -7 | 0.0* | 93 | 3 | -2.6
55 | COc1ccc(NS(=O)(=O)c2cc(NC(=O)C3CCCO3)ccc2N2CCCCC2)cc1 (centres undefined) | -5 | -1 | -22 | -13 | -8 | 91 | 97 | -29 | 2.7
56 | CN1CCN(C(=O)c2ccc3c(=O)n(CCc4ccccc4)c(=S)[nH]c3c2)CC1 | . | . | 20 | 1 | -4 | . | . | 0 | 4.2

Bioassay records: PubChem, several laboratories

Some of the compounds tested, so the mix of outcomes need not match the whole.
